Assay outcomes deposited in PubChem by National Center for Advancing Translational Sciences (NCATS).
EPAC2 ag = EPAC2 (human) agonism. EPAC2 activation, biochemical qHTS; response scale: 100% = 6.5 mM cAMP response. Potency, µM (top dose mostly 154 µM), without a hit: at the highest dose activation, usual class: activators. actives 0.079% (n = 360,000); note: potency is the fitted concentration of half-maximal effect; nearly all actives have a fitted effect of over 50% in size
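Guanine nucleotide exchange by EPAC2 is measured as reduced fluorescence of BODIPY-GDP once it is released from 250 nM Rap1B. Plates are read kinetically for 30 min at room temperature; results are scaled to 6.5 mM cAMP.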
PTHR1 ag = PTHR1 (human) receptor agonism. AID 743266. Potency, µM (highest dose often 115 µM), for inactives: top-dose activation, actives largely listed as activators. Q03431. actives 0.075% (n = 410,000). HEK293 GP2 PTHR1 cells, GloSensor cAMP luminescence, 1 h; note: potency is the fitted concentration of half-maximal effect; nearly all actives have a fitted effect of over 55% in size; some results filed as inactive show a strong effect at the top dose; inactives centre near -15; many of its hits are not listed in these tables
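HEK-293-derived GP2 cells expressing PTHR1 and a GloSensor cAMP reporter, 3,000/well, plated overnight, given luciferin plus IBMX (each 0.5 mM as added) for 1 h at 37 °C, then compound for 1 h at 37 °C. Luminescence was read after 15 min at room temperature.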
D3 ag = agonists of human D3 dopamine receptor | D3R DiscoveRx beta-arrestin cells, luminescence, 90 min | max activation, % | actives 0.58% (n = 410,000); in the data active = max activation above about 30%; note: 0% is about no effect; mostly tested at two doses, the higher about 12 µM
Target sequence (P35462 whole entry, looked up): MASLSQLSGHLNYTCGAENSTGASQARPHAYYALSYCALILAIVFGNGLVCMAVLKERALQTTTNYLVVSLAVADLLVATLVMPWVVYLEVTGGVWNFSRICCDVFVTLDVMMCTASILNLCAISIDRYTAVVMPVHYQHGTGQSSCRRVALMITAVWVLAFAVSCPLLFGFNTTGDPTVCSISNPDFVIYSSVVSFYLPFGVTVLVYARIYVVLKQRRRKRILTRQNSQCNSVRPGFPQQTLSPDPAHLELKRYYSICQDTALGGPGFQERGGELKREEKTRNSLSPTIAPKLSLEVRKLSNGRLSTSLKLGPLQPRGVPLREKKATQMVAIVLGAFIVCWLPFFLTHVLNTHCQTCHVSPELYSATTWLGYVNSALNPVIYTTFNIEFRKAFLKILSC
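Cells at 1500/well, incubated overnight, then treated with pinned compounds (dopamine as control) for 90 min at 37 degrees C. DiscoveRx reagent added for 30 - 60 minutes at room temperature; luminescence read.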
EPAC2 antag = antagonists of human EPAC2; Q8WZA2; EPAC2 GEF exchange of Rap1B-BODIPY-GDP, fluorescence; Potency, µM (doses to about 114 µM), for inactives: at the highest dose activity, negative = inhibition, actives largely listed as inhibitors; actives 0.18% (n = 360,000); note: potency is the fitted concentration of half-maximal effect; % is set by controls: 0 for no effect and ±100 for the full control effect; nearly all actives have a fitted effect of over 45% in size; many of its hits are not listed in these tables
Numbers without * were called inactive; i = inactive; . = not tested or not shown; [ ] = remark or other dose. Unless noted, calls come from the whole dose curve; as a rule, active = well fitted curve in the direction sought with a large enough effect; inconclusive = small, poorly fitted or top-dose-only effect, or another doubt; inactive = no such curve, though single readings can be large; an effect the other way counts as inactive or inconclusive. A portion of the library; the hit share may differ from the screen's.

The opening 2 compounds, ahead of the listing:
SMILES | EPAC2 ag | EPAC2 antag | D3 ag | PTHR1 ag
Cc1cccc(CN2C(=O)CN=C(c3ccccc3Cl)c3cc(Cl)ccc32)c1 | . | . | -3 | -22%
N#Cc1cc2c(nc1SCC(=O)Nc1ccc(C(F)(F)F)cc1)C1CCN2CC1 | . | . | 4 | -36%[inhibitor]

All compounds of this part (from the top)
SMILES | EPAC2 ag | EPAC2 antag | D3 ag | PTHR1 ag
Cc1cccc(CN2C(=O)CN=C(c3ccccc3Cl)c3cc(Cl)ccc32)c1 | . | . | -3 | -22%
N#Cc1cc2c(nc1SCC(=O)Nc1ccc(C(F)(F)F)cc1)C1CCN2CC1 | . | . | 4 | -36%[inhibitor]
Cn1c(=O)n(C)c2cc(CNCCc3ccc(F)cc3)ccc21 | . | . | -20 | i
COc1ccccc1-c1nn2c(=O)cc(CN3CCN(C(=O)Nc4ccc(C)cc4Cl)CC3)nc2s1 | . | . | 6 | -46%[inhibitor]
COc1ccc(CNC(=O)C2CCN(C(=O)c3cnn(-c4ccccc4)c3-n3cccc3)CC2)cc1 | . | . | -4 | -75%[inhibitor]
COc1ccc(NC(=O)CCc2nc(C3=CCN(Cc4cccc(C)c4)CC3)no2)c(OC)c1 | . | . | -13 | i
CN1C(=O)c2ccccc2Sc2ccc(NC(=O)NCc3ccc(Cl)cc3)cc21 | . | . | -8 | -83%[inhibitor]
CCc1ccc(NC(=O)c2ccc(F)c(S(=O)(=O)N3CCc4ccccc4C3)c2)cc1 | . | . | 1 | -41%[inhibitor]
COc1ccc2oc(=O)c(C(=O)NCCc3c(C)[nH]c4ccc(F)cc34)cc2c1 | . | . | 8 | -37%[inhibitor]
COc1ccc(OC)c(CCNCc2c(C(=O)O)c(C)n(Cc3ccc(F)cc3Cl)c2C)c1 | . | . | 0 | i
COc1ccc(C2CC(=O)Oc3c2c(=O)oc2ccccc32)c(OC)c1OC (stereo not given) | . | . | -14 | i
CCCCOc1ccc(C(=O)NCCc2csc(-c3ccc(OC)cc3)n2)cc1 | . | . | 10 | -91%[inhibitor]
Cc1ccc(NC(=O)CN2C(=O)CN=C(c3ccccc3)c3ccccc32)c(C)c1 | . | . | -22 | 17%
O=C(c1ccc2c(c1)N(Cc1ccc(F)cc1)C(=O)c1ccccc1S2)N1CCC2(CC1)OCCO2 | . | . | 8 | -3%
COc1ccc(C(=O)Nc2ccc(-c3nc4ccccc4s3)c(Cl)c2)cc1Cl | . | . | 1 | -78%[inhibitor]

Additional results follow:
SMILES | EPAC2 ag | EPAC2 antag | D3 ag | PTHR1 ag
Cc1cccc(NC(=O)Cn2cc(C(=O)c3ccccc3)c3ccccc32)c1 | . | . | 3 | -32%[inhibitor]
Cc1ccc(NC(=O)COc2ccc(-c3nn(C)c(=O)c4ccccc34)cc2)c(C)c1 | . | . | 1 | -29%
CCCCC12CN3CC(C)(CN(C1)C3c1ccccn1)C2=O (stereo not given) | . | . | -14 | i
O=C(Nc1cc(C(F)(F)F)cc(C(F)(F)F)c1)c1cccn(Cc2ccccc2Cl)c1=O | . | . | 1 | i
COc1ccc(CCNCc2ccc3c(c2)n(C)c(=O)n3C)cc1 | . | . | -26 | i
O=S1(=O)N(Cc2ccccc2)CCCN1Cc1cccc(Cl)c1 | . | . | -7 | -8%
CCOc1ccc(CCNC(=O)c2cnc3sc(N4CCCC4)nn3c2=O)cc1 | . | . | 5 | -18%
Cc1ccccc1-n1c(/C=C/c2c(C)[nH]c3ccccc23)nc2ccccc2c1=O | . | . | 2 | i
COc1cccc2c1O[C@H]1C(=O)CC[C@H]3CN(C)CCC231 (stereo not given in full) | -6% | 8% | . | i
Cc1c(P(=S)(c2ccccc2)c2ccccc2)[n+]2ccccc2n1C/C=C/c1ccccc1 | 0% | 4% | . | -44%[inhibitor]

Rewritten as labelled records: part of the list above
COc1cccc2c1O[C@H]1C(=O)CC[C@H]3CN(C)CCC231 (stereo not given in full)
  EPAC2 ag: -6%; EPAC2 antag: 8%; D3 ag: .; PTHR1 ag: i

Cc1c(P(=S)(c2ccccc2)c2ccccc2)[n+]2ccccc2n1C/C=C/c1ccccc1
  EPAC2 ag: 0%; EPAC2 antag: 4%; D3 ag: .; PTHR1 ag: -44%[inhibitor]

5 compounds already listed, ordered by length of the SMILES, rising:
SMILES | EPAC2 ag | EPAC2 antag | D3 ag | PTHR1 ag
CCCCC12CN3CC(C)(CN(C1)C3c1ccccn1)C2=O (stereo not given) | . | . | -14 | i
O=S1(=O)N(Cc2ccccc2)CCCN1Cc1cccc(Cl)c1 | . | . | -7 | -8%
CCOc1ccc(CCNC(=O)c2cnc3sc(N4CCCC4)nn3c2=O)cc1 | . | . | 5 | -18%
Cc1ccc(NC(=O)COc2ccc(-c3nn(C)c(=O)c4ccccc34)cc2)c(C)c1 | . | . | 1 | -29%
Cc1c(P(=S)(c2ccccc2)c2ccccc2)[n+]2ccccc2n1C/C=C/c1ccccc1 | 0% | 4% | . | -44%[inhibitor]
